Screens from PubChem BioAssay.
GPR55 beta-arrestin – GPR55 agonists via beta-arrestin recruitment, primary screen, imaging, U2OS cells, beta-arrestin-GFP redistribution (AID 1961); hit rate 0.048% among 290,000; U2OS GPR55 beta-arrestin-GFP redistribution imaging; higher % means a stronger effect; activation, % at 10 µM; hits with a dose series show EC50 in µM;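 active means activation above 40% with more than 50 cells counted in the well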;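 further: U2OS osteosarcoma cells stably expressing GPR55 and beta-arrestin-GFP; plate controls were DMSO negative control for no effect and LPI positive control for full effect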
NOD1 NF-kB reporter – inhibition of NOD1-driven NF-kB reporter – cell-based, luminescence, uHTS, primary screen (AID 1578) | NOD1-driven NF-kB luciferase reporter cells, luminescence; higher % means a stronger effect | one-dose inhibition, % at 4 µM; EC50 in µM for titrated hits | hit rate 1% among 290,000; in the data active means inhibition mostly above about 36%, no sharp cut-off; inactive means mostly below about 34%;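 further: HEK-293T reporter cells stimulated with the NOD1 agonist gamma-tri-DAP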
GPR55 LPI antagonism – inhibition of LPI-stimulated GPR55 beta-arrestin translocation – imaging, U2OS, beta-arrestin-GFP, LPI agonist, primary screen (AID 2013); one-dose inhibition, % at 10 µM; IC50 in µM for titrated hits; hit rate 0.13% among 290,000; U2OS GPR55 beta-arrestin-GFP translocation imaging, LPI antagonism; higher % means a stronger effect;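 active means spots per cell inhibited over 60%, with over 100 cells counted and total cytoplasm intensity under 500,000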;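 further: U2OS cells stably carrying GPR55 and arrestin-GFP stimulated by 5 µM LPI near EC80; imaged beta-arrestin-GFP aggregate spots per cell after agonist stimulation; plate controls were LPI-stimulated DMSO wells for no effect and DMSO wells without LPI for full effect; some results filed as inactive read as strong as hits; confirmed hits need IC50 under 10 µM and bright autofluorescent wells are also inconclusive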
KOR beta-arrestin-1 – KOR agonists, beta-arrestin recruitment, primary screen, cell-based, luminescence, uHTS (AID 1777). KOR beta-arrestin recruitment, luminescence; higher % means a stronger effect. hit rate 0.02% among 280,000. activation, % at 10 µM, or EC50 in µM where a hit was titrated; in the data active means activation above about 50%, passing the limit was not always enough; further: a part of the inactive calls stands beside numbers as strong as those of hits
Myeloid diff 2 – myeloid differentiation induction; ER-HoxA9 myeloid progenitors, lysozyme-GFP differentiation, flow cytometry; calls only at 10 µM; hit rate 1% among 360,000;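 active means normalized GFP-positive differentiation at or above the plate's own cutoff, the solvent-only control mean plus 3 SD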;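 further: cells exposed to compound for four days before flow analysis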
KOR beta-arrestin-2 – KOR antagonists, beta-arrestin recruitment, cell-based, luminescence, uHTS (AID 1778); KOR beta-arrestin recruitment, luminescence, antagonist mode; higher % means a stronger effect; inhibition, % at 10 µM, or IC50 in µM where a hit was titrated; hit rate 0.091% among 290,000; further: strong numbers were not always called active
GPR35 antagonists – inhibition of zaprinast-stimulated GPR35 beta-arrestin translocation – imaging, U2OS, beta-arrestin-GFP, zaprinast agonist, primary screen (AID 2058) | U2OS GPR35 beta-arrestin-GFP translocation imaging, zaprinast antagonism; higher % means a stronger effect | hit rate 0.052% among 290,000 | inhibition, % at 10 µM; hits with a dose series show IC50 in µM;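 active means inhibition of at least 50% with at least 30 cells and total cytoplasm GFP at most 10,000,000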
HEK293 NOD2/NF-kB – inhibition of NOD2-driven NF-kB reporter – cell-based, luminescence, uHTS, HEK293 (AID 1566). HEK293 NOD2/NF-kB luciferase reporter, luminescence; higher % means a stronger effect. one-dose inhibition, % at 4 µM; EC50 in µM for titrated hits. hit rate 0.63% among 290,000; further: many of its hits are not listed in these tables
HIV fusion peptide – inhibitors of HIV fusion peptide binding, primary screen, biochemical, uHTS, fluorescence dequenching (AID 1986). inhibition, % at 20 µM; hits with a dose series show IC50 in µM. hit rate 0.3% among 290,000. cell-free peptide binding, fluorescence dequenching, 30 min; higher % means a stronger effect; in the data active means inhibition mostly above about 52%, no sharp cut-off; inactive means mostly below about 76%; further: some results filed as inactive read as strong as hits
Myeloid diff 2 GFP+ MAC1+ % – second read-out of Myeloid diff 2, no call of its own (marks repeat the call); GFP+ MAC1+ double positive, %; measured here: differentiation confirmed by MAC1 staining
Numbers without * were called inactive; [ ] = remark or other dose. Unless noted, no stated cut-off is given here; in the data, active means inhibition above about 50%; inactive means the rest. The list is partial; count on the stated rates, not on these rows.

COC(=O)c1ccc(=O)n(Cc2ccc3c(c2)OCO3)c1 was read as GPR55 beta-arrestin 0.6%, NOD1 NF-kB reporter 24.4%, GPR55 LPI antagonism -2.6%, KOR beta-arrestin-1 1.6%, Myeloid diff 2 inactive, KOR beta-arrestin-2 -0.9%, GPR35 antagonists 9.4%, HEK293 NOD2/NF-kB 17.4%, HIV fusion peptide -1.7% and Myeloid diff 2 GFP+ MAC1+ % 1.6.
Screening COc1cccc(CNC(=O)C2CCCN(S(=O)(=O)c3cccc4nonc34)C2)c1 (centres undefined) returned GPR55 beta-arrestin 0.0%, NOD1 NF-kB reporter 11.8%, GPR55 LPI antagonism 7.9%, KOR beta-arrestin-1 -6.8%, Myeloid diff 2 inactive, KOR beta-arrestin-2 -1.0%, GPR35 antagonists -6.0%, HEK293 NOD2/NF-kB 14.7%, HIV fusion peptide 0.3% and Myeloid diff 2 GFP+ MAC1+ % 2.0.
`Cn1c(CNC(=O)c2ccccc2F)nnc1SCC(=O)Nc1nncs1` gave GPR55 beta-arrestin -0.2%, NOD1 NF-kB reporter -28.4%, GPR55 LPI antagonism -1.9%, KOR beta-arrestin-1 7.6%, Myeloid diff 2 inactive, KOR beta-arrestin-2 -9.5%, GPR35 antagonists -4.3%, HEK293 NOD2/NF-kB 0.7%, HIV fusion peptide 0.9% and Myeloid diff 2 GFP+ MAC1+ % 0.3.
For CCOc1ccc(NC(=O)c2cc3ccccc3cc2OC)cc1 the results were GPR55 beta-arrestin -0.2%, NOD1 NF-kB reporter 23.2%, GPR55 LPI antagonism -7.3%, KOR beta-arrestin-1 -4.9%, Myeloid diff 2 inactive, KOR beta-arrestin-2 -18.0%, GPR35 antagonists 11.6%, HEK293 NOD2/NF-kB -19.1%, HIV fusion peptide 3.1% and Myeloid diff 2 GFP+ MAC1+ % 2.7.
`CCOC(=O)c1c(NC(=O)c2ccoc2C)sc(C(=O)N(C)C)c1C` gave GPR55 beta-arrestin 0.3%, NOD1 NF-kB reporter -14.6%, GPR55 LPI antagonism -22.2%, KOR beta-arrestin-1 -0.9%, Myeloid diff 2 inactive, KOR beta-arrestin-2 2.0%, GPR35 antagonists -19.1%, HEK293 NOD2/NF-kB 1.7%, HIV fusion peptide 1.3% and Myeloid diff 2 GFP+ MAC1+ % 0.5.
Screening COC(C[C@@H](O)[C@@H](C)[C@H](O)COCc1ccccc1)OC returned GPR55 beta-arrestin -0.1%, NOD1 NF-kB reporter 4.3%, GPR55 LPI antagonism 4.9%, KOR beta-arrestin-1 2.0%, Myeloid diff 2 inactive, KOR beta-arrestin-2 -13.7%, GPR35 antagonists -15.6%, HEK293 NOD2/NF-kB 4.7%, HIV fusion peptide 1.2% and Myeloid diff 2 GFP+ MAC1+ % 1.8.
For COc1cc(/C=C/C(=O)OCC(=O)N2CCOCC2)ccc1OCC#N the results were GPR55 beta-arrestin -0.4%, NOD1 NF-kB reporter -37.5%, GPR55 LPI antagonism 1.5%, KOR beta-arrestin-1 -4.4%, Myeloid diff 2 inactive, KOR beta-arrestin-2 -15.6%, GPR35 antagonists 10.9%, HEK293 NOD2/NF-kB -4.2%, HIV fusion peptide 1.1% and Myeloid diff 2 GFP+ MAC1+ % 0.6.
`CCC[C@H]1COCCS(=O)(=O)N1Cc1ccccc1F` gave GPR55 beta-arrestin 0.2%, NOD1 NF-kB reporter -26.3%, GPR55 LPI antagonism 10.1%, KOR beta-arrestin-1 -4.8%, Myeloid diff 2 inactive, KOR beta-arrestin-2 -38.8%[20 µM], GPR35 antagonists -7.5%, HEK293 NOD2/NF-kB -6.4%, HIV fusion peptide -1.4% and Myeloid diff 2 GFP+ MAC1+ % 0.8.
Screening CC(NC(=O)CSc1ncnc2nc[nH]c12)c1ccccc1 (centres undefined) returned GPR55 beta-arrestin 0.3%, NOD1 NF-kB reporter -4.0%, GPR55 LPI antagonism 5.0%, KOR beta-arrestin-1 -1.2%, Myeloid diff 2 inactive, KOR beta-arrestin-2 20.3%, GPR35 antagonists -8.5%, HEK293 NOD2/NF-kB 12.3%, HIV fusion peptide 1.2% and Myeloid diff 2 GFP+ MAC1+ % 2.6.
For CC(=O)/C(=C/c1ccccc1)C(=O)Nc1ccccc1C the results were GPR55 beta-arrestin 0.3%, NOD1 NF-kB reporter 35.2%, GPR55 LPI antagonism 25.2%, KOR beta-arrestin-1 -2.6%, Myeloid diff 2 inactive, KOR beta-arrestin-2 24.4%, GPR35 antagonists -5.8%, HEK293 NOD2/NF-kB 1.7%, HIV fusion peptide 1.5% and Myeloid diff 2 GFP+ MAC1+ % 0.3.
`Cc1ccc2c(CN3CCN(Cc4ccc5c(c4)OCO5)CC3)cc(=O)oc2c1C` gave GPR55 beta-arrestin 0.2%, NOD1 NF-kB reporter 4.3%, GPR55 LPI antagonism -1.4%, KOR beta-arrestin-1 -0.3%, Myeloid diff 2 inactive, KOR beta-arrestin-2 -58.8%, GPR35 antagonists 1.4%, HEK293 NOD2/NF-kB -47.9%, HIV fusion peptide -0.5% and Myeloid diff 2 GFP+ MAC1+ % 1.2.
`COc1ccccc1C(=O)NNC(=S)NC(=O)c1sc2ccccc2c1Cl` gave GPR55 beta-arrestin 0.3%, NOD1 NF-kB reporter -5.7%, GPR55 LPI antagonism 9.7%, KOR beta-arrestin-1 4.7%, Myeloid diff 2 inactive, KOR beta-arrestin-2 -1.1%, GPR35 antagonists -5.5%, HEK293 NOD2/NF-kB -30.7%, HIV fusion peptide 36.8% and Myeloid diff 2 GFP+ MAC1+ % 0.2.
For COc1ccccc1NC1=NC(CO)(CO)CS1 the results were GPR55 beta-arrestin -0.2%, NOD1 NF-kB reporter -2.2%, GPR55 LPI antagonism -6.4%, KOR beta-arrestin-1 4.6%, Myeloid diff 2 inactive, KOR beta-arrestin-2 28.9%, GPR35 antagonists 3.8%, HEK293 NOD2/NF-kB 4.3%, HIV fusion peptide -0.2% and Myeloid diff 2 GFP+ MAC1+ % 0.3.
Screening Cc1cc(C)c(S(=O)(=O)NNC(=O)C2CCN(Cc3ccccc3)CC2)c(C)c1 returned GPR55 beta-arrestin -0.2%, NOD1 NF-kB reporter 1.5%, GPR55 LPI antagonism -7.6%, KOR beta-arrestin-1 2.5%, Myeloid diff 2 inactive, KOR beta-arrestin-2 -21.8%, GPR35 antagonists -3.2%, HEK293 NOD2/NF-kB 10.8%, HIV fusion peptide -3.7% and Myeloid diff 2 GFP+ MAC1+ % 1.0.
`CC(C)C(NC(=O)COc1ccc2ccccc2c1)C(=O)N/N=C/C=C/c1ccccc1` (centres undefined) gave GPR55 beta-arrestin -0.1%, NOD1 NF-kB reporter 11.3%, GPR55 LPI antagonism 10.2%, KOR beta-arrestin-1 -3.1%, Myeloid diff 2 inactive, KOR beta-arrestin-2 -8.9%, GPR35 antagonists -3.0%, HEK293 NOD2/NF-kB -5.5%, HIV fusion peptide -3.4% and Myeloid diff 2 GFP+ MAC1+ % 2.3.
Screening CC1(C)Cc2c(cnn2-c2ccccc2)-c2c1c1ccccc1n2CC(O)CBr (centres undefined) returned GPR55 beta-arrestin -0.3%, NOD1 NF-kB reporter -4.4%, GPR55 LPI antagonism 14.8%, KOR beta-arrestin-1 3.3%, Myeloid diff 2 inactive, KOR beta-arrestin-2 -32.9%, GPR35 antagonists 7.0%, HEK293 NOD2/NF-kB -0.3%, HIV fusion peptide 16.1% and Myeloid diff 2 GFP+ MAC1+ % 1.0.
CC(C)CC(=O)c1c[nH]c(C(=O)O)c1 was read as GPR55 beta-arrestin -0.6%, NOD1 NF-kB reporter -16.9%, GPR55 LPI antagonism 3.2%, KOR beta-arrestin-1 -0.1%, Myeloid diff 2 inactive, KOR beta-arrestin-2 -5.9%, GPR35 antagonists -12.5%, HEK293 NOD2/NF-kB 7.3%, HIV fusion peptide -0.1% and Myeloid diff 2 GFP+ MAC1+ % 0.2.
Screening O=C(O)C(=O)/C(=C\c1cccc2ccccc12)c1ccc2ccccc2n1 returned GPR55 beta-arrestin -0.1%, NOD1 NF-kB reporter 2.3%, GPR55 LPI antagonism 0.6%, KOR beta-arrestin-1 1.1%, Myeloid diff 2 inactive, KOR beta-arrestin-2 -41.9%, GPR35 antagonists 13.4%, HEK293 NOD2/NF-kB -13.7%, HIV fusion peptide -1.2% and Myeloid diff 2 GFP+ MAC1+ % 0.6.
For O=c1cc(COn2nnc3ccc(C(F)(F)F)cc32)nc2sccn12 the results were GPR55 beta-arrestin -0.3%, NOD1 NF-kB reporter -8.0%, GPR55 LPI antagonism 3.6%, KOR beta-arrestin-1 -6.6%, Myeloid diff 2 inactive, KOR beta-arrestin-2 -5.6%, GPR35 antagonists -1.5%, HEK293 NOD2/NF-kB 4.1%, HIV fusion peptide 0.3% and Myeloid diff 2 GFP+ MAC1+ % 0.7.
For Cc1ccc(S(=O)(=O)N2CCN(C(=O)CSc3ccc(F)cc3)CC2)cc1 the results were GPR55 beta-arrestin -0.2%, NOD1 NF-kB reporter 14.2%, GPR55 LPI antagonism 7.6%, KOR beta-arrestin-1 -6.3%, Myeloid diff 2 inactive, KOR beta-arrestin-2 -13.2%, GPR35 antagonists 9.5%, HEK293 NOD2/NF-kB -12.4%, HIV fusion peptide -3.3% and Myeloid diff 2 GFP+ MAC1+ % 0.1.
`O=C(Nc1ccccc1)c1ccc(F)c(S(=O)(=O)N2CCOCC2)c1` gave GPR55 beta-arrestin -0.2%, NOD1 NF-kB reporter -11.6%, GPR55 LPI antagonism 6.0%, KOR beta-arrestin-1 5.5%, Myeloid diff 2 inactive, KOR beta-arrestin-2 -8.9%, GPR35 antagonists -11.8%, HEK293 NOD2/NF-kB -5.3%, HIV fusion peptide 0.6% and Myeloid diff 2 GFP+ MAC1+ % 0.5.
Cc1oc2c(c1C(=O)NCc1ccccc1)CCCC2 was read as GPR55 beta-arrestin 0.3%, NOD1 NF-kB reporter -17.0%, GPR55 LPI antagonism -7.5%, KOR beta-arrestin-1 -3.3%, Myeloid diff 2 inactive, KOR beta-arrestin-2 -20.8%, GPR35 antagonists -2.4%, HEK293 NOD2/NF-kB 8.7%, HIV fusion peptide -0.5% and Myeloid diff 2 GFP+ MAC1+ % 3.8.
Cc1ccnc(NC(=O)c2ccc(N3C(=O)CCC3=O)cc2)c1 was read as GPR55 beta-arrestin -0.1%, NOD1 NF-kB reporter 33.6%, GPR55 LPI antagonism 17.7%, KOR beta-arrestin-1 10.0%, Myeloid diff 2 inactive, KOR beta-arrestin-2 -37.6%, GPR35 antagonists -3.4%, HEK293 NOD2/NF-kB -20.3%, HIV fusion peptide 0.9% and Myeloid diff 2 GFP+ MAC1+ % 0.7.
